Hsp90 Hop PPI: qHTS Assay for Disrupters of an Hsp90 Co-Chaperone Interaction; Potency, µM (titrated, usually from 57 µM), inactives show at the top dose activity change, negative = inhibition; AID 595, 2007; hit rate 0.44% among 71,000; AlphaScreen TPR2A-His6 binding biotin-Hsp90 C-terminal peptide; active means well fitted curve in either direction with a large enough effect; inconclusive means small, poorly fitted or top-dose-only effect, or another doubt; further: potency means the concentration at half of the fitted maximal effect; on the % scale 0 is the no-effect control and ±100 the full control effect; many of its hits are not listed in these tables
Tau filament bind: qHTS Assay for Tau Filament Binding; Microtubule-associated protein tau (Homo sapiens), P10636; recombinant tau filaments, thioflavin S fluorescence, 15 h; filaments grown with octadecylsulfate alongside compound; Potency, µM (doses to about 57.1 µM), inactives show top-dose activity change, negative = inhibition; hit rate 2% among 71,000;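 further: potency means the concentration at half of the fitted maximal effect; on the % scale 0 is the no-effect control and ±100 the full control effect; actives lower thioflavin S fluorescence by blocking filaments or displacing dye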
Target sequence (P10636 whole entry, looked up): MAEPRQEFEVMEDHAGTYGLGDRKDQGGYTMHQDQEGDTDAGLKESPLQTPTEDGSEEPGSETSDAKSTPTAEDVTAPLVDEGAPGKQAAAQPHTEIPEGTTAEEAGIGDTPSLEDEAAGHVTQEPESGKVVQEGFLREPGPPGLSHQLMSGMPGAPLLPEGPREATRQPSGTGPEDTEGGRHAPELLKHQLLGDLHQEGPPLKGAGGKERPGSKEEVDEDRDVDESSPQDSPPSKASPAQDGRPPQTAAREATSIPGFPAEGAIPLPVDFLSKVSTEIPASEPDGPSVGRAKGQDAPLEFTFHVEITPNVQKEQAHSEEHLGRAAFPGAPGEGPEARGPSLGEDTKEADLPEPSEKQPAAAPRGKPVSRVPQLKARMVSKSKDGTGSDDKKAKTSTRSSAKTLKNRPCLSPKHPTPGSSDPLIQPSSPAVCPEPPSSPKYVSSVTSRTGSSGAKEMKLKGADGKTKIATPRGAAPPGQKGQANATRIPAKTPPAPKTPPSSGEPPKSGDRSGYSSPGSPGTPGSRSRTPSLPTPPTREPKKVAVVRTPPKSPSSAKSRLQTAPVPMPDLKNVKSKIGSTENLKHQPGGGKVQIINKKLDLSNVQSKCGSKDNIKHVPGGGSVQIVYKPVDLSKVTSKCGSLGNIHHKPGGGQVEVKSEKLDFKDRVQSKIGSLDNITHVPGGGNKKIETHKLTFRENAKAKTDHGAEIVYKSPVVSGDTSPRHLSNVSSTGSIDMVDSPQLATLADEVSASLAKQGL
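Recombinant tau protein (human, 1 uM final) plus 30 uM ODS in HEPES pH 7.4 with NaCl, DTT and thioflavine S. Compound present from the start; fluorescence at 510 nm after 15 h, 37 C.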
Rhodamine fluor: qHTS Assay for Spectroscopic Profiling in Rhodamine Spectral Region; max dye-equivalent concentration, M; Rhodamine-region fluorescence, 547/598 nm, Tris buffer; stronger effect = higher value; hit rate 0.05% among 59,000; AID 594, 2007; in the data active means max dye-equivalent concentration above about 11 nM; inconclusive means between about 1.1 nM and that limit
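Compound fluorescence in 100 mM Tris, pH 8.0, read after 15 min at room temperature with 547 nm excitation and 598 nm emission. Output is dye-equivalent concentration from an on-plate rhodamine standard series.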
15-hLO inh: qHTS Assay for Inhibitors of 15-hLO (15-human lipoxygenase); Polyunsaturated fatty acid lipoxygenase ALOX15 (Homo sapiens), P16050; purified 15hLO-1, xylenol orange hydroperoxide absorbance; Potency, µM (series often up to 57.1 µM), for inactives: top-dose activity change, negative = inhibition, actives largely listed as inhibitors; hit rate 1.4% among 74,000; AID 887, 2007; further: potency means the concentration at half of the fitted maximal effect; on the % scale 0 is the no-effect control and ±100 the full control effect; nearly all actives have a fitted effect of over 55% in size
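Purified human 15hLO-1 (40 nM) in 25 mM Hepes pH 7.5, 0.01% Triton X-100, preincubated 15 min RT with compound, then 50 uM arachidonic acid for 6 min. Hydroperoxide read by ferrous/xylenol orange, 30 min; 573/405 nm absorbance ratio gave progress.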
Pol III holo inh: qHTS Assay for Inhibitors of DNA Polymerase III Holoenzyme System | reconstituted DNA polymerase III holoenzyme replication, biochemical | Potency, µM (doses to about 57.1 µM), for inactives: at the top dose activity change, negative = inhibition | hit rate 0.25% among 71,000 | AID 603, 2007; further: potency means the concentration at half of the fitted maximal effect; on the % scale 0 is the no-effect control and ±100 the full control effect
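Reconstituted *E. coli* holoenzyme (0.35 nM Pol III, 1 nM beta, 154 nM SSB, 2 nM primase) was preincubated with compound for 15 min at RT. Synthesis on 1.4 nM ssM13Gori ran 35 min, then was stopped with PicoGreen/EDTA and read as dsDNA fluorescence.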
HADH2 inh: qHTS Assay for Inhibitors of HADH2 (Hydroxyacyl-Coenzyme A Dehydrogenase, Type II). 3-hydroxyacyl-CoA dehydrogenase type-2 (Homo sapiens), Q99714. recombinant HADH2, NADH fluorescence, beta-hydroxybutyryl-CoA. Potency, µM (series often up to 57.1 µM), without a hit: at the highest dose activity change, negative = inhibition, most hits filed as inhibitors. hit rate 3.4% among 73,000. AID 886, 2007; further: potency means the concentration at half of the fitted maximal effect; on the % scale 0 is the no-effect control and ±100 the full control effect; nearly all actives have a fitted effect of over 60% in size; many of its hits are not listed in these tables
Target sequence (Q99714 whole entry, looked up, one chain of several): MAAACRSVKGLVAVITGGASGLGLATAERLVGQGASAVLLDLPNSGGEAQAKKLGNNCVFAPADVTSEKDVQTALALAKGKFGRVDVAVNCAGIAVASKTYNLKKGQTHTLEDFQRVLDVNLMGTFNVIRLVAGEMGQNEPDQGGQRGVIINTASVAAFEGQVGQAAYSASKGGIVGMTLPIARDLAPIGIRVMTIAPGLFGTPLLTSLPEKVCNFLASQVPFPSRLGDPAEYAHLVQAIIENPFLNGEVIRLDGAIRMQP
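NADH fluorescence (ex 360/em 450 nm) read every 30 s for 4 min; activity taken as last-minus-first time point difference. Enzyme 20 nM, NAD+ 1 mM, beta-hydroxybutyryl-CoA 90 uM, pH 9.0 Tris buffer.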
Luciferase inh: qHTS Assay for Inhibitors of Firefly Luciferase; AID 411, 2009; purified firefly luciferase, luminescence, 8 min; hit rate 2.2% among 72,000; Potency, µM (highest dose often 57.1 µM), without a hit: at the highest dose activity change, negative = inhibition, hits mostly inhibitors; Luciferin 4-monooxygenase (Photinus pyralis), P08659; further: potency means the concentration at half of the fitted maximal effect; on the % scale 0 is the no-effect control and ±100 the full control effect; nearly all actives have a fitted effect of over 40% in size
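Substrate buffer containing 10 uM ATP (pH 7.2 imidazole, Mg2+, KCl, detergent, BSA) is dispensed, compound pinned in, then luciferase/luciferin detector mix added. After 8 min at ambient temperature, light output is measured.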
ERK AVP block: qHTS Assay for Inhibitors of the ERK Signaling Pathway using a Homogeneous Screening Assay. HEK293-V1b, vasopressin-stimulated pERK AlphaScreen. Potency, µM (series often up to 57.5 µM), for the others: top-dose activity, negative = inhibition, hits mostly inhibitors. hit rate 0.99% among 72,000; further: potency means the concentration at half of the fitted maximal effect; on the % scale 0 is the no-effect control and ±100 the full control effect; nearly all actives have a fitted effect of over 55% in size
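HEK293 cells stably expressing V1b receptor, seeded overnight in 1% FBS, were treated with compounds for 30 min at 37C, then stimulated 5 min with 25 nM vasopressin; phospho-ERK read by AlphaScreen SureFire after lysis.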
CRE-bla Fsk: Cell signaling CRE-BLA (Fsk stim); CHO CRE-bla reporter (cAMP response element driving beta-lactamase), forskolin EC10, beta-lactamase ratio; Potency, µM (doses to about 38.2 µM), without a hit: at the top dose activity change, negative = inhibition, actives largely listed as activators; hit rate 2.5% among 71,000; active means well fitted activation curve with a large enough effect in the signal ratio, with a control signal flat, not every such curve was filed as active; inconclusive means small, poorly fitted or top-dose-only effect, or effect the other way, or a change in a side signal; the % refers to the signal ratio; further: potency means the concentration at half of the fitted maximal effect; % of control where 0% means no effect
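Modulation of forskolin-driven signalling is measured in CHO cells carrying a CRE-controlled beta-lactamase reporter. Cells are stimulated with EC10 NKH 477 in the presence of titrated compound for 3 h at 37 °C, then loaded with CCF4 for 2 h at room temperature.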
HBB splice mod: qHTS Assay for Modulators of Hemoglobin Beta Chain Splicing; Potency, µM (top dose mostly 46.1 µM), for inactives: at the highest dose activation, hits mostly activators; AID 925, 2007; HBB splicing reporter cell assay, activation; EGFP reporter with mutant IVS2-654 intron; response scale: normalised to 500 nM splice-correcting PNA; hit rate 0.06% among 65,000; further: potency means the concentration at half of the fitted maximal effect; 0% is about no effect
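HeLa cells stably expressing EGFP interrupted by mutant beta-globin intron 2 (IVS2-654), 500/well in 2% FCS. Treated with compound for 2 days at 37C. Splicing correction scored as total well GFP intensity (488 nm excitation, 500-520 nm emission); 500 nM antisense PNA served as control.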
Texas Red fluor: qHTS Assay for Spectroscopic Profiling in Texas Red Spectral Region. max dye-equivalent concentration, M. AID 587, 2007. hit rate 0.06% among 59,000. Compound fluorescence, Texas Red channel, 547/618 nm; stronger effect = higher value; in the data active means max dye-equivalent concentration above about 10 nM; inconclusive means between about 1.1 nM and that limit
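Compound titrations in 100 mM Tris pH 8.0 were incubated 15 min at room temperature and read at 547 nm excitation / 618 nm emission. Texas Red six-point standard curve on each plate converted fluorescence to dye-equivalent concentration.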
* marks the source's active call; other numbers are inactive results; i = inactive; ? = inconclusive; · = no result given; [ ] = dose if it differs, or a comment. Unless noted, the call rests on the fitted dose curve; in most records, active means well fitted curve in the direction sought with a large enough effect; inconclusive means small, poorly fitted or top-dose-only effect, or another doubt; inactive means no such curve, though single readings can be large; an effect the other way counts as inactive or inconclusive.

SMILES | Hsp90 Hop PPI | Tau filament bind | Rhodamine fluor | 15-hLO inh | Pol III holo inh | HADH2 inh | Luciferase inh | ERK AVP block | CRE-bla Fsk | HBB splice mod | Texas Red fluor
COc1cccc(-c2nnn(CCC(=O)O)n2)c1 | -3% | 16% | i | 13% | 2% | -4% | 2% | 30%[activator] | -2% | · | i
O=C(CSc1nnc(COc2ccc(Cl)cc2)o1)N1CCN(c2ccccc2)CC1 | 3% | 65% | · | 9% | 2% | 2% | 2% | -21% | -5% | 0.9% | ·
N/C(=N\S(=O)(=O)c1cccs1)c1ccccc1 | 1% | -3% | i | 2% | -2% | 2% | 2% | -6% | 2% | 0.6% | i
COc1cccc(NC(=O)c2cn(C)c(=O)c3cc(OC)c(OC)cc23)c1 | -1% | -2% | i | 0% | -4% | 17% | -2% | 18% | ? | -1.4% | i
Nc1nc(SCc2ccccc2[N+](=O)[O-])c2[nH]cnc2n1 | -7%[11 µM] | -7%[11.4 µM] | i | -6%[11.4 µM] | 1%[11.4 µM] | -2%[11.4 µM] | 2%[11.4 µM] | -18%[11.5 µM] | 3%[7.6 µM] | -2.8%[9.22 µM] | i
COc1ccc2c3c(cccc13)OCC2=O | 9% | 13% | i | 26% | -9% | ? | 1% | -20% | 19% | 2.5% | i
CCOC(=O)c1c2c(n3ccccc13)C(=O)c1ccccc1C2=O | -17%[11 µM] | -25%[11.4 µM] | i | 1%[11.4 µM] | -13%[11.4 µM] | 5%[11.4 µM] | 2%[11.4 µM] | ? | ? | 3.2µM* | i
Cc1cc(C)n(-c2nc3c(c(=O)[nH]c(=O)n3C)n2C(C)C)n1 | 1% | 5% | i | 13% | 8% | -9% | 7% | 4% | 24% | -2.7% | i
c1ccc(CCn2nnnc2C(c2cccs2)N2CCOCC2)cc1 (stereo not given) | -2% | 6% | i | 3% | 8% | -5% | 2% | 7% | 1% | -3.8% | i
CC(C)COP(=O)(c1ccc(N(C)C)cc1)C(O)c1ccccc1F (stereo not given) | -10% | -6% | i | -4% | -4% | 11% | 1% | 7% | -19% | 2.2% | i
N#Cc1c(SCC(=O)N2CCOCC2)nsc1SCC(=O)N1CCOCC1 | -1% | 6% | · | 7% | 6% | -4% | 0% | -4% | -13% | -2.5% | ·
CC(Sc1nnnn1C)C(=O)Nc1ccccc1-c1ccccc1 (stereo not given) | 1% | 11% | i | 11% | -6% | 2% | 3% | -6% | 3% | 1.0%[57.5 µM] | ?
COc1ccc2c(c1)c1nc(SCC(C)C)n(CCO)c(=O)c1n2C | -7% | 14% | · | -7% | -4% | 17% | 1% | -1% | 19% | -1.0% | ·
CCOC(=O)N1CCC(NC(=O)CS(=O)(=O)Cc2nc(-c3cccc(OC)c3)oc2C)CC1 | -7% | 7% | i | 2% | -2% | 7% | -2% | 7% | 4% | -1.2% | ?
COc1ccc(CCN(C)C(=O)CN2C(=O)c3ccccc3S2(=O)=O)cc1OC | -4% | -2% | i | -1% | -3% | 5% | 2% | -6% | 24% | -3.2% | ?
c1ccc2c(c1)ncn2CCC1CCCCC1 | 1% | -11% | i | 25% | 0% | 21% | -2% | -19% | -6% | -0.8% | i
CCOC(=O)CC(=O)Nc1ccc(C(=O)OCC)cc1 | -3% | 9% | · | 5% | -1% | -5% | -3% | -6% | 6% | 0.1% | ·
CC1CCN(C(=O)c2ccc(NC(=O)C3CCCO3)cc2)CC1 (stereo not given) | 0% | -1% | i | 3% | -5% | 8% | -2% | 27% | -2% | -1.8% | i
CCN1CCN(/C=N/c2nc3c(s2)CCCC3)CC1 | -2% | 11% | i | 14% | -1% | -21% | 13µM* | -9% | ? | -4.3% | ?
Cc1nc2ccccc2c(=O)n1/N=C/c1ccc(N(C)C)cc1 | -5% | 6% | i | 1% | 0% | -4% | -4% | ? | ? | 0.3% | i

Four consecutive records from above, quoted:
SMILES | Hsp90 Hop PPI | Tau filament bind | Rhodamine fluor | 15-hLO inh | Pol III holo inh | HADH2 inh | Luciferase inh | ERK AVP block | CRE-bla Fsk | HBB splice mod | Texas Red fluor
COc1cccc(-c2nnn(CCC(=O)O)n2)c1 | -3% | 16% | i | 13% | 2% | -4% | 2% | 30%[activator] | -2% | · | i
O=C(CSc1nnc(COc2ccc(Cl)cc2)o1)N1CCN(c2ccccc2)CC1 | 3% | 65% | · | 9% | 2% | 2% | 2% | -21% | -5% | 0.9% | ·
N/C(=N\S(=O)(=O)c1cccs1)c1ccccc1 | 1% | -3% | i | 2% | -2% | 2% | 2% | -6% | 2% | 0.6% | i
COc1cccc(NC(=O)c2cn(C)c(=O)c3cc(OC)c(OC)cc23)c1 | -1% | -2% | i | 0% | -4% | 17% | -2% | 18% | ? | -1.4% | i

(more compounds)
SMILES | Hsp90 Hop PPI | Tau filament bind | Rhodamine fluor | 15-hLO inh | Pol III holo inh | HADH2 inh | Luciferase inh | ERK AVP block | CRE-bla Fsk | HBB splice mod | Texas Red fluor
CSc1cccc(NC(=O)c2c(Cl)cnn2C)c1 | 1% | -14% | i | -2% | -6% | -4% | -2% | -11% | 10% | -0.1% | ?
O=C(O)c1ccc(-c2ccc(O)c(F)c2)cc1 | -2% | 2% | · | -4% | -6% | -30% | -6% | -17% | -2% | 0.3% | ·
Cc1ccc(CNC(=O)CCS(=O)(=O)c2cccc3nonc23)cc1 | -7% | -59% | i | -27% | -1% | -1% | 3% | 17% | ? | -2.4% | i
c1ccc2nc3c(nc2c1)[nH]c1ccccc13 | ? | 21% | i | -20% | -7% | 3% | 16µM* | 40% | 10µM* | 8.6% | i
CN1CCN(/C=N/c2c(C#N)cnn2-c2ccccc2)CC1 | -5% | 5% | i | 7% | 3% | 2% | 0% | -23% | 4% | -1.6% | i
Cc1cc(C)cc(-n2cc3c(=O)n(C)c(=O)n(C)c3c2)c1 | -8% | 10% | · | 16% | -6% | 6% | -2% | -8% | ? | -0.7% | ·
CC12CCC(=O)N1C(C(=O)OCC(=O)Nc1sccc1C#N)CS2 (stereo not given) | -4% | 9% | i | -5% | -2% | ? | -1% | -11% | ? | -0.4% | ?
Cc1nn(Cc2ccccc2)c(C)c1NC(=O)CSc1nnc(-c2cc(Cl)ccc2O)n1C | -6% | -22% | i | -15% | 2% | 3% | 5% | -24% | -18% | 0.8% | i
CCOC(=O)CSc1nc(N)c(C#N)c(-c2ccc(OCC)cc2)c1C#N | -3% | 132% | i | -10% | -4% | ? | 0% | 0% | ? | -0.3% | i
CCOCC(=O)Nc1ccc(S(=O)(=O)Nc2ncccn2)cc1 | -9% | 16% | i | 6% | 0% | -5% | -1% | 1% | 2% | -1.0% | i
CCCCCn1ccc(=N)cc1 | -1% | -2% | i | -3% | -11% | 5% | 2% | 1% | -1% | -0.8% | ?
Cc1c(C(=O)Nc2ccc3c(c2)OCO3)sc2nc(-c3ccccc3)cn12 | 1% | 166% | i | -9% | -2% | 27% | -3% | 6% | 4% | -0.8% | i
COc1ccc2c(c1OC)C(=O)N1c3cccc(Cl)c3C(=O)OC21 (stereo not given) | ? | -10% | i | -5% | -1% | 15% | -3% | 43%[activator] | 5% | 1.1% | i
O=C(CC1CCCCC1)NCCCN1CCOCC1 | -4%[11 µM] | 4%[11.4 µM] | · | 4%[11.4 µM] | 2%[11.4 µM] | 2%[11.4 µM] | 1% | -11% | -9%[7.6 µM] | -1.5%[0.0738 µM] | ·

Screening results (PubChem BioAssay)

This is a subset (hit frequency here may not be typical).
